KB-3-1 tox – qHTS assay for MDR1-selective chemotherapeutics: Primary screen using the parental adenocarcinoma cell KB-3-1 | KB-3-1 viability, CellTiter-Glo ATP luminescence, 72 h | Potency, µM (series often up to 46.1 µM), inactives show top-dose activity change, negative = cytotoxic, actives largely listed as cytotoxic | 1.4% of 400,000 active | AID 1347075, 2019; also: potency is read from the fitted curve at half-maximal effect; % is scaled to controls: 0 for no effect and ±100 for the full control effect; nearly all actives have a fitted effect of over 60% in size
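72 h, 37 °C compound treatment of KB-3-1 parental cells; CellTiter-Glo added, 10 min, luminescence read. Data corrected against DMSO-only plates and normalized before curve fitting.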
MCF10A rerep – A quantitative high throughput screen for small molecules that induce DNA re-replication in MCF 10a normal breast cells. 2.9% of 350,000 active. MCF 10A DNA re-replication, Hoechst nuclear intensity, 48 h. Potency, µM (highest dose often 46.1 µM), for inactives: top-dose activity, positive = re-replication, usual class: activators; also: potency is read from the fitted curve at half-maximal effect; % of control where 0% means no effect; nearly all actives have a fitted effect of over 50% in size
HT1080-NT tox – qHTS for induction of synthetic lethality in tumor cells producing 2HG: qHTS for the HT-1080-NT fibrosarcoma cell line; HT-1080-NT fibrosarcoma viability, CellTiter-Glo ATP luminescence, 48 h; Potency, µM (top dose mostly 46.1 µM), without a hit: top-dose activity, negative = less viability, actives largely listed as cytotoxic; 1.6% of 360,000 active; AID 686970, 2013;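 also: NT is the 2HG producing partner of a matched IDH1 knockdown line; potency is read from the fitted curve at half-maximal effect; 0% = DMSO-treated cells and -100% = media-only wells without cells; nearly all actives have a fitted effect of over 55% in size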
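Fibrosarcoma NT cells, 750 per well in 5% FBS RPMI, were exposed to compound for 48 hours. Viability: CellTiter-Glo luminescence.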
SW480 rerep – A quantitative high throughput screen for small molecules that induce DNA re-replication in SW480 colon adenocarcinoma cells; SW480 DNA re-replication, Hoechst DNA content imaging, 48 h; Potency, µM (doses to about 46.1 µM), for the others: at the top dose re-replication activation, actives largely listed as activators; 1.8% of 340,000 active; AID 624297, 2012; also: potency is read from the fitted curve at half-maximal effect; % of control where 0% means no effect; nearly all actives have a fitted effect of over 55% in size
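DNA re-replication was detected as more nuclei of elevated Hoechst intensity after 48 hr exposure to compound (23 nL pinned per well of 250 cells).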
HT1080 IDH1KD tx – qHTS for induction of synthetic lethality in tumor cells producing 2HG: qHTS for the HT-1080-IDH1KD cell line | HT-1080 IDH1 knockdown viability, ATP luminescence, 48 h | Potency, µM (titrated, usually from 46.1 µM), for the others: top-dose activity, negative = toxicity, most hits filed as cytotoxic | 2% of 360,000 active;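 also: potency is read from the fitted curve at half-maximal effect; 0% = DMSO wells and -100% = cell-free medium wells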
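HT-1080-IDH1KD cells (IDH1 knocked down), 750/well in RPMI with 5% FBS, treated with compound 48 h at 37 degrees C. Viability by CellTiter-Glo luminescence, normalised to DMSO and no-cell wells; concentration-response curves classed.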
IL-1B inflam inh – qHTS for Inhibitors of Inflammasome Signaling: IL-1-beta AlphaLISA Primary Screen; AID 743279, 2014; THP-1 LPS/ATP IL-1B secretion, AlphaLISA, 16 h; active compounds read low; activity change, % at 57.5 µM; 4.7% of 360,000 active; in the data active = activity change below about -50%; inconclusive = mostly about -30% to -49%; also: % is scaled to controls: 0 for no effect and ±100 for the full control effect
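Secreted IL-1B measured by AlphaLISA bead assay after 16 h compound exposure of THP-1 cells; compounds (final up to 57.5 uM) added 1 h before LPS (250 ng/mL) and ATP (1.25 mM) stimulation; lower signal means less secretion.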
ATXN2 expr inh – Primary qHTS for Inhibitors of ATXN expression; 0.72% of 360,000 active; Potency, µM (series often up to 57 µM), inactives show top-dose activity change, negative = inhibition, usual class: inhibitors; HEK-293 ATXN2-luciferase reporter, luminescence, 24 h; also: potency is read from the fitted curve at half-maximal effect; % is scaled to controls: 0 for no effect and ±100 for the full control effect; nearly all actives have a fitted effect of over 55% in size
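qHTS (up to 57 uM final) was run with 24 h compound exposure of reporter cells at 37 °C. Each well was multiplexed: SteadyGlo luminescence measured ATXN2-luciferase expression after a fluorogenic Gly-Phe-AFC viability readout (25 uM final).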
WRN inhibitor – qHTS for Inhibitors of WRN Helicase; 0.46% of 360,000 active; WRN helicase unwinding, fluorescent forked duplex, kinetic; Potency, µM (highest dose often 114 µM), for inactives: at the highest dose activity change, negative = inhibition, most hits filed as inhibitors; AID 651768, 2012; also: potency is read from the fitted curve at half-maximal effect; % is scaled to controls: 0 for no effect and ±100 for the full control effect; nearly all actives have a fitted effect of over 55% in size
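Primary qHTS, 1536-well format. 20 nM WRN + compound, 15 min RT; start with 100 nM forked fluorophore/quencher duplex, 2 mM ATP (final); kinetic read ex 525/em 598 nm.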
KB-V1 cytotox – qHTS assay for MDR1-selective chemotherapeutics: Primary screen using the drug-selected MDR subline cells KB-V1. AID 1347076, 2019. 3.4% of 400,000 active. Potency, µM (titrated, usually from 46.1 µM), inactives show at the top dose activity change, negative = cytotoxicity, actives largely listed as cytotoxic. KB-V1 MDR cells viability, CellTiter-Glo, 72 h; also: potency is read from the fitted curve at half-maximal effect; % is scaled to controls: 0 for no effect and ±100 for the full control effect; nearly all actives have a fitted effect of over 60% in size
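Cytotoxicity via CellTiter-Glo luminescence after 72 h compound exposure at 37 degrees C. Cells: drug-selected KB-V1 line, DMEM phenol-red free plus 10% FBS. Compounds tested at multiple concentrations; normalized data fitted to concentration-effect curves.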
An asterisk follows results filed as active; ? = inconclusive; / = no result given; [ ] = remark or other dose. Unless noted, calls follow the shape of the dose curve; as a rule, active = well fitted curve in the direction sought with a large enough effect; inconclusive = small, poorly fitted or top-dose-only effect, or another doubt; inactive = no such curve, though single readings can be large; an effect the other way counts as inactive or inconclusive.

SMILES | KB-3-1 tox | MCF10A rerep | HT1080-NT tox | SW480 rerep | HT1080 IDH1KD tx | IL-1B inflam inh | ATXN2 expr inh | WRN inhibitor | KB-V1 cytotox
O=C(CCSc1ccccc1)NCCSCc1ccco1 | -2.6% | 0.5% | 4.7% | -0.7% | 5.1% | 0.5 | 1.0% | -19.2% | 11.0%
CC(Oc1ccc2ccccc2c1)C(=O)NNC(=S)NC(=O)c1ccco1 (configuration not stated) | ? | ? | ? | 5.4% | ? | 27.3 | ? | -38.8% | 3.66µM*
Cc1ccsc1C(=O)OCC(=O)NC1CCCC(C)C1C (configuration not stated) | / | 6.3% | -1.1% | -3.3% | 3.5% | 0.1 | 8.8% | -12.6% | /
O=C(CN1CCN(S(=O)(=O)c2ccc(Br)cc2)CC1)N/N=C/c1ccc(Cl)c([N+](=O)[O-])c1 | 17.5% | 16.4µM* | ? | 0.9% | ? | -90.2* | -10.8% | 0.4% | -7.4%
CCn1cc(/C=C/C(=O)NCc2c(C)nn(C)c2C)cn1 | 6.4% | 1.3% | 1.3% | -2.8% | 1.3% | 23.8 | -1.9% | 5.6% | -15.6%
Cc1cccc(CNc2ncnc3ccc(-c4ccccc4Cl)cc23)c1 | 0.0% | ? | / | -5.2% | / | / | -38.2% | / | -1.6%
COC(=O)Cn1c(=NC(=O)c2ccc(S(=O)(=O)N3CCOCC3)cc2)sc2cc(S(N)(=O)=O)ccc21 | 0.0% | 1.3% | 0.0% | -0.5% | -8.9% | 0.0 | -5.4% | ? | ?
COc1ccc(CNc2ccc(Br)cc2)cc1 | -2.5% | 8.7% | -2.7% | -17.0% | -7.9% | -6.2 | -2.6% | -7.6% | 10.6%
CCCN=C1CC(C)(C)CC(=O)/C1=C(/O)CCC | -11.0% | ? | 16.7% | ? | 9.4% | 5.9 | 33.8% | -5.7% | -9.4%
COc1ccc(/C=N/Nc2ncnc3sc(C)c(C)c23)cc1 | 1.7% | ? | -8.5% | -0.7% | -24.5% | -16.4 | -22.5% | -3.5% | 4.9%
COc1c(-c2ccc([N+](=O)[O-])cc2[N+](=O)[O-])c(=O)n(C)c(=O)n1C | -11.3% | -1.2% | -5.8% | 12.1% | -4.1% | 0.0 | -0.1% | 4.9% | 10.3%
CCC(CC)C(=O)N(C)c1c(C)nc2c(OCc3ccc(OC(F)F)cc3)cccn12 | -7.8% | / | -20.3% | / | -2.6% | -9.6 | -13.5% | 4.1%[57.1 µM] | ?
O=C(CSC1CS(=O)(=O)c2cc([N+](=O)[O-])ccc21)NNC(=O)c1ccc(Cl)cc1 (configuration not stated) | 13.0% | 17.5% | -9.0% | 4.2% | 5.2% | -2.2 | -24.8% | 7.5% | ?
COC(=O)C1=C(C(=O)OC)[C@@H]2N(C)c3ccccc3[C@@]23C[C@@H](CO)N=C3N1 | 0.9% | 23.7% | -2.3% | -2.7% | 8.5% | 24.0 | 3.6% | -3.5% | 22.9%
C=CCN1C(=O)[C@@H]2Cc3c([nH]c4ccccc34)C(c3ccc(O)cc3)N2C1=S (some centres not stated) | -26.8% | -8.0% | -24.6% | 9.8% | -7.2% | -11.3 | / | -3.7% | -12.3%
CCN(CC)CCn1c2c(c(SCC(=O)Nc3cccc4ccccc34)nc1=O)CCC2 | -0.1% | -0.7% | -1.7% | 52.0% | -1.1% | -89.6* | 0.6% | -3.5% | -1.7%
Cc1ccc(-c2noc(C3CCCN(C(=O)c4ccccc4)C3)n2)o1 (configuration not stated) | -15.9% | -1.9% | -4.8%[9.24 µM] | 2.3% | -10.5% | 27.8 | 40.9%[activator] | -10.6% | ?
O=C(COC(=O)Cc1ccc(F)cc1)NC1CCCCCC1 | -3.0% | -3.5% | 4.3% | ? | -1.2% | 17.1 | 7.1% | 1.7% | -3.6%
COC(=O)c1ccc(COC(=O)c2cc3ccccc3oc2=O)cc1 | -17.5% | ? | 18.4% | 2.8% | 3.5% | 25.7 | -12.6% | 5.7% | ?
Cc1ccccc1S(=O)(=O)NC(=O)C1(C)CCN1C(=O)CC1CCCCC1 (configuration not stated) | 9.3% | / | 15.8% | / | ? | 17.5 | 8.4% | 7.6%[57.1 µM] | 0.9%
O=C(CCCN1C(=O)C2C3C=CC(C3)C2C1=O)N1CCN(c2ccccc2)CC1 (configuration not stated) | 12.7% | 11.1% | 6.2% | 1.1% | 8.8% | 3.9 | 3.0% | 2.7% | -11.1%
Cc1cccc(OCCC(=O)Nc2ccccc2C(N)=O)c1 | 1.2% | 12.8% | 3.7% | -6.8% | -12.7% | -22.9 | 12.6% | -6.7% | 0.1%
CCc1ccccc1NC(=O)COC(=O)c1cccs1 | 8.4% | ? | 2.9% | -5.7% | 6.3% | -14.7 | -12.1% | 0.5% | 4.9%
NC(=O)c1ncc(C(F)(F)F)cc1Oc1cccc(F)c1 | 8.2% | 0.2% | 1.3% | -6.9% | -4.4% | 5.1 | -6.6% | -21.3% | 0.0%
CC12CCC(C(=O)N(CC(=O)O)C1=O)C2(C)C (configuration not stated) | 10.5% | -0.8% | 2.2% | -6.5% | -17.8% | 5.2 | -19.5%[11.3 µM] | -19.2% | 12.7%
CCOC(=O)N1CCN(S(=O)(=O)c2ccc(OCC(=O)OC)c(Cl)c2)CC1 | -7.2% | -0.4% | -2.6% | 6.1% | 9.9% | -91.3* | 0.7% | -1.2% | 9.0%
CCC(C)NC(=O)CN(c1cc(Cl)ccc1OC)S(C)(=O)=O (configuration not stated) | 8.7% | -2.2% | 15.7% | -10.2% | 16.4% | 3.5 | 6.6% | 3.3% | -21.3%
O=c1[nH]c(=S)[nH]cc1Oc1ccc(Cl)cc1Cl | -5.2% | 8.6% | 9.2% | 0.3% | 14.6% | 7.8 | / | -5.7% | -1.6%
CC(=O)c1ccc(N2CCN(CC(=O)N(C3CC3)C3CCS(=O)(=O)C3)CC2)c(F)c1 (configuration not stated) | / | 0.9% | 5.7% | -6.8% | -2.2% | 10.8 | 2.3% | -17.8% | /
COCCC(=O)Nc1ccc2c(c1)CN(C(=O)CSC)CC2 | -1.5% | -0.4% | 8.5% | 0.4% | 5.8% | -3.2 | 0.5% | 4.5% | -8.8%
O=C(NCCc1ccc(Cl)cc1)C1CCC(CNc2nc(=S)[nH]c3ccccc23)CC1 (configuration not stated) | ? | 3.2% | -10.0% | 11.8% | 3.3% | -2.9 | -35.9% | -7.3% | ?
COc1ccc(S(=O)(=O)CCC(=O)N2CCN(c3ccc([N+](=O)[O-])cc3)CC2)cc1 | -4.1% | -9.0% | -4.8% | ? | -1.0% | ? | -25.5% | -5.2%[57.1 µM] | ?
CC(C)Cc1nnc(NC(=O)CCC(=O)NC2CCCc3ccccc32)s1 (configuration not stated) | 11.5% | 1.3% | -5.2% | -1.0% | -11.3% | 55.3 | 18.4% | 0.6% | -23.6%
CC/C(=N\NC(=O)CSCc1ccccc1Cl)c1ccc2c(c1)OCCO2 | -0.4% | 0.0% | 14.7% | -1.2% | 17.3% | -18.1 | 0.8% | -1.0% | -0.2%
COc1cccc(-c2nc3nc(C)cc(C)n3c2NCc2ccccc2)c1 | 3.2% | / | -3.4% | / | -2.1% | 11.9 | -12.5% | -1.0% | 34.0%
NC(=S)N=Nc1c(O)n(Cc2ccc(Br)cc2)c2ccccc12 | 3.26µM* | 5.8µM* | ? | 8.2µM* | 3.66µM* | 12.7 | ? | 1.1% | 4.61µM*
CC1(C(=O)O)CCC(C(N)=O)C1(C)C (configuration not stated) | 19.0% | ? | 21.1% | 16.0% | 24.9% | -0.4 | 0.6% | 1.8% | 12.7%
CCN1CCN(c2ccc(S(=O)(=O)N3CCCCC3)cc2NC(=O)/C=C/c2ccc(F)cc2)CC1 | -6.5% | 23.4% | -3.7% | ? | -4.0% | ? | -14.5% | 6.3% | 0.0%
COC(=O)NC1(C(=O)O)CCCC1 | 17.1% | -6.7% | 0.2% | -1.4% | -0.9% | 1.7 | -1.0% | -1.8% | -3.9%
COC(=O)[C@H](Cc1ccc(O)cc1)NC(=O)Cn1cnc2c(OCc3ccccc3)ncnc21 | 0.0% | 1.3% | -7.2% | -32.1%[inhibitor] | -6.4% | 92.9 | 4.9% | -3.1% | -3.5%
CCc1ccc2oc(C(=O)NCc3ccncc3)c(C)c2c1 | ? | 4.5% | 0.9% | -12.2% | -6.7% | -66.4* | 12.1% | 7.2% | 11.6µM*

Records listed above printed as active in SW480 rerep:
SMILES | SW480 rerep | IL-1B inflam inh | WRN inhibitor
NC(=S)N=Nc1c(O)n(Cc2ccc(Br)cc2)c2ccccc12 | 8.2µM* | 12.7 | 1.1%

Of the compounds above, 2 contain an aryl thioether with sulfur outside any ring.
SMILES | KB-3-1 tox | MCF10A rerep | HT1080-NT tox | SW480 rerep | HT1080 IDH1KD tx | IL-1B inflam inh | ATXN2 expr inh | WRN inhibitor | KB-V1 cytotox
O=C(CCSc1ccccc1)NCCSCc1ccco1 | -2.6% | 0.5% | 4.7% | -0.7% | 5.1% | 0.5 | 1.0% | -19.2% | 11.0%
CCN(CC)CCn1c2c(c(SCC(=O)Nc3cccc4ccccc34)nc1=O)CCC2 | -0.1% | -0.7% | -1.7% | 52.0% | -1.1% | -89.6* | 0.6% | -3.5% | -1.7%

Rows were taken by chance, and some 12% of all compounds hit somewhere here.
